Bioassay records (PubChem)
RBBP9 inh: blocks human serine hydrolase RBBP9; 0.2% of 220,000 active; inhibition, % at 7.94 µM; O75884; recombinant RBBP9, FP-Rh probe fluorescence polarization;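 active = inhibition above the campaign mean of all tested compounds plus 3 SD, cut at about 14% in these data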;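 note: plate controls were DMSO wells with RBBP9 for no effect and wells lacking RBBP9 protein for full effect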
Target sequence (O75884 whole entry, looked up): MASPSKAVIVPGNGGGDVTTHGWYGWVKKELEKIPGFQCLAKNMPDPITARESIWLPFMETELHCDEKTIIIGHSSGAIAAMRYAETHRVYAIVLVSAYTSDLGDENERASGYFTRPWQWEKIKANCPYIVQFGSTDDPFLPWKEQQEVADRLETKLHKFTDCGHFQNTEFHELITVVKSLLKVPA
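Material: RBBP9 protein. Amount: RBBP9 at 2.5 µM in dispensed solution, before mixing. Schedule: 30 min then 45 min, 25 °C. Medium: Tris buffer pH 8.0, NaCl, Pluronic. Measured by: fluorescence polarization. Measure: percent inhibition from mP, scaled between DMSO and no-protein wells. Replication: one well per compound.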
Runt-CBFb FRET: blocks binding of human RUNX1 Runt domain to CBFb. Cerulean-Runt/Venus-CBFb FRET ratio 530/480, 1 h. inhibition, % at 20 µM. Q01196+Q13951. 0.46% of 220,000 active;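 active = inhibition over about 50% at 20 µM in the single-dose screen, limit read from the data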;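 note: 0% = DMSO wells and 100% = excess unlabeled CBFb competitor control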
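Doses: 20 µM compound in 1% DMSO | Material: Cerulean-labeled Runt domain protein | Amount: Each fluorescent fusion protein 100 nM | Schedule: Two 1 h room-temperature incubations shielded from light | Measured by: FRET fluorescence | Evaluation: Loss of energy transfer signal | Controls: Unlabeled CBFb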
Runt-SMMHC FRET: inhibitors of human RUNX1 Runt domain binding to CBFb-SMMHC; Cerulean-Runt/Venus-CBFb-SMMHC FRET ratio 530/480, 1 h; inhibition, % at 20 µM; 0.74% of 220,000 active;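 active = mean inhibition across duplicate retests at 20 µM reaching about 50%, limit read from the data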;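 note: 0% = DMSO wells and 100% = wells with excess untagged CBFb-SMMHC; inhibitors lower the FRET ratio by blocking Runt binding to CBFb-SMMHC; some results filed as inactive read as strong as hits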
TbHK1 inh: blocks Trypanosoma brucei hexokinase 1 activity; AID 1430; inhibition, % at 10 µM; 0.11% of 220,000 active; recombinant TbHK1, G6PDH-coupled NADH A340;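 active = inhibition of 50% or more in the single-dose primary screen; inactive = inhibition below 50%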
EBV gp42 block: inhibitors of Epstein-Barr virus glycoprotein 42 | Q1HVG2 | AID 1085 | 0.42% of 220,000 active | Fluorescence polarization binding assay, mP read-out | inhibition, % (tested at 21.74 µM); in the data active = inhibition above about 50%
Furin inhibitor: human furin inhibition. 0.061% of 220,000 active. inhibition, % at 30 µM. AID 463115. purified furin, fluorogenic substrate cleavage. P09958; in the data active = inhibition above about 25%; note: inactives centre near -15
Target sequence (P09958 108-714 limits assumed): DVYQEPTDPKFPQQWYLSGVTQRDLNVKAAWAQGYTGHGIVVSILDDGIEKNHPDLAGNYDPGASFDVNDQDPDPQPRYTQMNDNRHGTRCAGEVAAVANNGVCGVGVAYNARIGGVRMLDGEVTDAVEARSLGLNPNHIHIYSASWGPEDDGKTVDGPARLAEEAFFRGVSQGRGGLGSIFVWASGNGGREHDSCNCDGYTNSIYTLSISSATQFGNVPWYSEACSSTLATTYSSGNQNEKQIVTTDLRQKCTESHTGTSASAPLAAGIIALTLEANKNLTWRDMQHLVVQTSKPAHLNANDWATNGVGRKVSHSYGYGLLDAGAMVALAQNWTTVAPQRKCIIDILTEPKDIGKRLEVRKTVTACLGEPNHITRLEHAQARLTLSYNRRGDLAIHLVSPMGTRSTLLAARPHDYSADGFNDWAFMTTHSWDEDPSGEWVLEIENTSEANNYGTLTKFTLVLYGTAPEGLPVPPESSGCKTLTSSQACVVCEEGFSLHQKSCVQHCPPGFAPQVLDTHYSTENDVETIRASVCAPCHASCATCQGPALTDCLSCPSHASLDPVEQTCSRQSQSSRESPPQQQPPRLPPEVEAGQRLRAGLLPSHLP
Calpain2 inh: blocks pig calpain II enzyme activity. AID 1236. inhibition, % at 16 µM. purified calpain II, fluorogenic peptide substrate, 30 min. 0.37% of 220,000 active;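 active = inhibition above about 50%, limit read from the data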
p47phox inh: blocks human p47phox regulatory protein of NADPH oxidases; 0.53% of 220,000 active; p47phox/p22phox peptide binding, fluorescence polarization, 2 h; inhibition, % at 24.7 µM; P14598;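 active = inhibition above about 30%, limit read from the data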;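 note: 0% = p47phox with labelled peptide and 100% = labelled peptide alone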
p97 inhibitor: blocks human p97 ATPase activity | P55072 | recombinant p97 ATPase, Kinase-Glo ATP luminescence, 3 h | inhibition, % at 8 µM | 0.42% of 220,000 active | AID 1481; in the data active = inhibition above about 15%;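 note: 0% = DMSO vehicle and 100% = wells lacking enzyme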
An asterisk follows results filed as active; i = inactive; . = no result given; [ ] = another dose, or the depositor's remark. Rows were taken by chance; any-hit rate near 2.7%.

SMILES	RBBP9 inh	Runt-CBFb FRET	Runt-SMMHC FRET	TbHK1 inh	EBV gp42 block	Furin inhibitor	Calpain2 inh	p47phox inh	p97 inhibitor
O=C(CN1C(=O)c2ccccc2C1=O)N1CCN=C1c1ccccc1	-9	1	-1	0	-4	-5	8	-12	-1
OC(COc1cccc2ccccc12)CN1CCN(c2ccccc2)CC1 (stereo not drawn)	-5	0	-2	2	-14	-6	21	-4	-16
Nc1nonc1-c1noc(-c2ccc(Br)o2)n1	0	0	-1	-1	-19	-13	-21	-7	-3
CN(C)C(CNC(=O)c1cccs1)c1cccnc1 (stereo not drawn)	-1	1	2	-2	-37	-26	-7	-8	2
CCOC(=O)Cn1cc(/C=C(/C#N)C(=O)NC(C)C)c2ccccc21	-5	0	1	-13	-26	-25	-19	-16	3
O=C(/C=C/c1ccco1)Nc1ccc2c(c1)OCO2	-6	4	-5	-28	-2	15	32	2	-5
COc1cccc(C2=Nn3c(nnc3-c3ccccc3O)SC2)c1	-8	4	7	-6	-8	-24[20 µM]	33	-11	4
c1ccc(N2CCN(c3nc4ccccc4n4nnnc34)CC2)cc1	2	15	31	-1	32	-17	-18	-68	4
c1ccc(CCCCNCC2COc3ccccc3O2)cc1 (stereo not drawn)	-4	0	4	6	-3	-30	11	-20	-1
Nc1ccc(C(=O)OCC(=O)N2CCN(C(=O)c3ccco3)CC2)cc1[N+](=O)[O-]	-13	0	-3	-3	0	-5	34	-5	1
N#Cc1c(SCC(=O)Nc2nccs2)nc2c(c1-c1ccco1)CCCC2	2	0	-3	1	-26	-12	6	-20	4
Cc1ccccc1C(=O)NCc1nnc(SCC(=O)N2CCN(c3ccccc3)CC2)n1C	-9	1	0	15	-4	-15[20 µM]	-11	-1	-3
O=C(OCC(=O)c1ccc[nH]1)c1ccc2ccccc2n1	-9	-1	-2	2	-6	-29	-14	1	1
O=C(C1=C[C@H](c2coc3ccccc3c2=O)C[C@H](OCc2ccc(CO)cc2)O1)N1CCN(Cc2ccc3c(c2)OCO3)CC1	-8	1	-1	-12	-4	-13	3	-4	10
Cc1nc2nc(N)nn2c(C)c1C/C=C/c1ccccc1	-9	0	1	-3	-4	-25	-24	-6	2

An excerpt of these results, as comma-separated lines.
smiles,RBBP9 inh,Runt-CBFb FRET,Runt-SMMHC FRET,TbHK1 inh,EBV gp42 block,Furin inhibitor,Calpain2 inh,p47phox inh,p97 inhibitor
c1ccc(N2CCN(c3nc4ccccc4n4nnnc34)CC2)cc1,2,15,31,-1,32,-17,-18,-68,4
c1ccc(CCCCNCC2COc3ccccc3O2)cc1 (stereo not drawn),-4,0,4,6,-3,-30,11,-20,-1
Nc1ccc(C(=O)OCC(=O)N2CCN(C(=O)c3ccco3)CC2)cc1[N+](=O)[O-],-13,0,-3,-3,0,-5,34,-5,1

(more compounds)
SMILES	RBBP9 inh	Runt-CBFb FRET	Runt-SMMHC FRET	TbHK1 inh	EBV gp42 block	Furin inhibitor	Calpain2 inh	p47phox inh	p97 inhibitor
N=c1sccn1CC(=O)Nc1ccc(SC(F)F)cc1	-5	0	-2	-1	-61	4	12	-6	3
Cc1ccc(S(=O)(=O)n2[nH]c(=O)cc2N)cc1	2	6	1	10	-8	-21	4	4	3
CCN(CC)S(=O)(=O)c1ccc(C(=O)NCCN(C)C)cc1	-5	1	2	2	5	-13	14	2	0
Cc1cccc(NC(=O)CSc2nnc(CN3CCOCC3)n2C)c1C	-11	0	-1	8	-4	-6	11	-5	-2
CN1CCN(C(=O)c2ccc(COc3ccc(C(C)(C)C)cc3)o2)CC1	7	1	2	-2	4	-8[20 µM]	-12	-3	-2
Cc1oc(-c2cccs2)nc1CSCC(=O)NC1CC1	0	-1	5	0	-19	-13[20 µM]	-57	-6	1
COc1cccc(C2C(C#N)=C(N)OC3=C2C(=O)CC(c2ccco2)C3)c1OCc1ccc(F)cc1 (stereo not drawn)	-5	21	5	-1	-23	-14	-85	-40	9
O=C(O)CSc1ncnc2c1sc1nc(-c3ccccc3)c3c(c12)CCC3	-6	8	-6	-5	4	-10	5	-13	0
CCOC(=O)Nc1ccc([N+](=O)[O-])cc1C	-3	0	1	-18	-21	-7	7	1	4
COCCNc1cc(C)c(C#N)c2nc3ccccc3n12	-8	17	44	-6	4	-17[20 µM]	i	-8	3
CCN(CC)CCCNc1cc2n(c(=O)n1)CCc1cc(OC)c(OC)cc1-2	-5	5	6	-34	1	-133	-172	-23	2
O=C(NCCCn1ccnc1)c1ccccc1NS(=O)(=O)c1ccc(F)c(F)c1	5	1	1	-3	-6	-12[20 µM]	1	-12	2
Cc1ccc2c(c1)[C@@H]1CN(C)CC[C@@H]1N2S(=O)(=O)c1ccc(F)cc1	2	-3	-7	4	-16	-13	-36	-3	2
Cc1ccc(Cn2cccc2/C=N/NC(=S)Nc2ccc(C)cc2)cc1	-7	20	4	-2	9	-10	33	-2	0
Cc1ccc(C2C(C#N)=C(N)SC(N)=C2C#N)cc1	-10	11	22	-14	-67	3	0	-82	0
Cc1ccc2c(c1)C(=O)c1ccccc1CS2=O (stereo not drawn)	1	-2	-1	1	-14	-24	-6	-8	3
COc1cccc(C2C3=C(Nc4[nH]n(-c5ccccc5)c(=O)c42)c2ccccc2C3=O)c1 (stereo not drawn)	-1	-3	-1	-24	1	-9	-5	-23	10
CCC1CCCCN1c1nc(-c2cccc(OC)c2O)nc2ccccc12 (stereo not drawn)	1	-1	5	-13	3	-5	26	-1	-1
CC1=CC(C)(C)N2C(=O)C3(N=C(N)NC(Nc4ccccc4)=N3)c3cc(C)cc1c32 (stereo not drawn)	-7	1	2	9	-11	-24[20 µM]	-35	-23	5
CCN(CC)S(=O)(=O)c1cccc(C(=O)Nc2sc3c(c2C(N)=O)CCCC3)c1	4	-3	-23	-1	-12	-7[20 µM]	-123	-6	2
O=C(CSc1ncnc2c1oc1ccccc12)Nc1cccc(Cl)c1	-11	0	1	-4	4	-19	-13	-18	3
C=CCC(NCc1ccccc1)c1ccco1 (stereo not drawn)	-4	0	2	2	-18	-3[20 µM]	8	-20	0
O=C1CN=C(Nc2ccccc2Cl)N1Cc1ccc2c(c1)OCO2	-1	-2	6	6	-12	-11[20 µM]	-9	-3	8
CCSC1=C(C#N)C(c2ccccc2C)CC(=O)N1 (stereo not drawn)	-4	1	2	-2	8	-23	0	12	7
O=C(c1ccc2c(c1)OCO2)C1CCCN(Cc2cn[nH]c2-c2ccccc2)C1 (stereo not drawn)	-2	-3	1	-9	-7	-12	23	-4	0
Cc1cccc(C(=O)N2CCN=C2SCc2ccc([N+](=O)[O-])cc2)c1	-1	-1	0	0	-18	-12	5	9	1
Cc1ccc(N2C(=O)NC(C(F)(F)F)(C(F)(F)F)C3=C2CC(C)(C)CC3=O)cc1	-4	-2	2	29	-6	8	27	-10	2
Cc1ccc(O)c(C(=O)c2coc(=N)c(C(=O)NC(C)C)c2)c1	-10	1	-4	-27	-2	7[20 µM]	-28	-18	-2
O=c1[nH]c2cc(NCCO)c([N+](=O)[O-])cc2[nH]1	-8	-3	-6	-16	11	0	-18	-13	3
O=C1Nc2ccccc2/C1=N\N=C\C1=C(N2CCOCC2)C(=C\c2ccccc2)/CC1	2	-6	-56	-15	2	-7	-247	-7	0
C[C@@H](C(=O)NCc1ccc(S(C)(=O)=O)cc1)[C@@H]1C[C@@]1(C)[C@@H](NC(=O)OCc1ccccc1)c1ccccc1	-4	-4	-2	-4	9	-10	-36	1	0
C/C(=N\NC(=O)CCC(=O)O)c1c(-c2ccccc2)c2cc(Br)ccc2[nH]c1=O	-10	-1	0	-19	-6	-11	-12	-12	2
Cc1ccc(CNS(=O)(=O)c2c(C)n(C)c(=O)n(C)c2=O)cc1	-4	2	-2	-6	-7	-23	-7	-2	3
CC(=O)c1cc(Cl)ccc1OC(=O)c1ccco1	-10	0	6	6	-5	-21[20 µM]	-3	-5	7
COC(=O)C1=C(C)NC(=S)NC1c1ccc(OC(=O)c2ccco2)cc1 (stereo not drawn)	-2	.	.	-11	-4	-21	-10	-5	4
CCN1C(=O)C(CC(=O)Nc2ccc(OC)cc2)N(Cc2ccc3c(c2)OCO3)C1=S (stereo not drawn)	-15	2	0	28	8	6	3	-5	-3
O=C(CSc1nc2c(cnn2-c2ccccc2)c(=O)[nH]1)c1ccc(Cl)cc1	1	3	-5	18	-17	-54[20 µM]	33	15	1
O=c1cc(O)nc(SCc2ccc(Cl)cc2)[nH]1	-2	1	0	7	-6	-20	-21	-35	5
CCCCNCc1cc(Cl)c(OCCC)c(OCC)c1	-3	0	-5	-3	-6	-10[20 µM]	-19	-2	3
O=C(OC1CCOC1=O)c1ccc2ccccc2n1 (stereo not drawn)	-8	0	-1	-3	-13	-22[20 µM]	22	-10	-1
O=C(NC1CCCCC1)C(=O)c1c(-c2ccccc2)[nH]c2ccccc12	-12	1	-1	-11	-4	-15	-11	-6	6

Complete entries, quoted from the list. Screens in order: RBBP9 inh	Runt-CBFb FRET	Runt-SMMHC FRET	TbHK1 inh	EBV gp42 block	Furin inhibitor	Calpain2 inh	p47phox inh	p97 inhibitor
O=C(NC1CCCCC1)C(=O)c1c(-c2ccccc2)[nH]c2ccccc12 is listed with -12	1	-1	-11	-4	-15	-11	-6	6
O=c1cc(O)nc(SCc2ccc(Cl)cc2)[nH]1 is listed with -2	1	0	7	-6	-20	-21	-35	5

Copied from the results shown for reference:
SMILES	RBBP9 inh	Runt-CBFb FRET	Runt-SMMHC FRET	TbHK1 inh	EBV gp42 block	Furin inhibitor	Calpain2 inh	p47phox inh	p97 inhibitor
O=C(OCC(=O)c1ccc[nH]1)c1ccc2ccccc2n1	-9	-1	-2	2	-6	-29	-14	1	1
O=C(C1=C[C@H](c2coc3ccccc3c2=O)C[C@H](OCc2ccc(CO)cc2)O1)N1CCN(Cc2ccc3c(c2)OCO3)CC1	-8	1	-1	-12	-4	-13	3	-4	10
Cc1nc2nc(N)nn2c(C)c1C/C=C/c1ccccc1	-9	0	1	-3	-4	-25	-24	-6	2
N=c1sccn1CC(=O)Nc1ccc(SC(F)F)cc1	-5	0	-2	-1	-61	4	12	-6	3
Cc1ccc(S(=O)(=O)n2[nH]c(=O)cc2N)cc1	2	6	1	10	-8	-21	4	4	3
CCN(CC)S(=O)(=O)c1ccc(C(=O)NCCN(C)C)cc1	-5	1	2	2	5	-13	14	2	0
Cc1cccc(NC(=O)CSc2nnc(CN3CCOCC3)n2C)c1C	-11	0	-1	8	-4	-6	11	-5	-2
